# Assay outcomes as filed in PubChem.
# INS promoter inh: TRM-6 insulin promoter activity inhibition; inhibition, % at 2 µM; AID 1273; hit rate 0.9% among 130,000; TRM-6 cells (human fetal islet line), insulin promoter-eGFP reporter, imaging; reporter expression induced with tamoxifen;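 active = inhibition above the mean plus 3 SD, with well images judged a real hit on visual review, cut at about 60% in these data, passing the limit was not always enough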
# sdo1 growth: compounds rescuing growth of sdo1-depleted yeast, bone marrow failure model; S. cerevisiae sdo1-depleted JHY4D growth rescue, OD600 30 h; hits give high values; pdr5 snq2 efflux-pump mutant strain; z-score at 10 µM; hit rate 0.21% among 140,000; AID 817;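 active = z-score above 3 at both the 24 hr and the 30 hr optical density reads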;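 also: z-score against mean and SD of all compound wells on the same plate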
# sdo1 growth Rescue 24 h: also measured in sdo1 growth; calls as there; z-score; S. cerevisiae sdo1-depleted JHY4D growth rescue, OD600; measured here: growth rescue at 24 h;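 0 is the plate mean of compound wells and units are plate SD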
# Active calls of the source: *; . = not tested or not shown; & = joins results of further samples; [ ] = dose if it differs, or a comment.
INS promoter inh | sdo1 growth | molecule | sdo1 growth Rescue 24 h
. | -0.54 | O=c1[nH][nH]c(=O)c2cc(N3CCCC3)ccc12 | -0.99
-3 | 1.8 | O=C(COC(=O)C1(c2ccc(F)cc2)CCCC1)N1CCN(C(=O)c2ccco2)CC1 | 1.2
. | 0.28&-0.92 | COCCNC(=O)CSc1nc2ccccc2c(=O)n1CC1CCCO1 (configuration not stated) | -0.33&-0.16
43 | . | CC1CN(C(=O)c2cc([N+](=O)[O-])cc([N+](=O)[O-])c2)CC(C)O1 (configuration not stated) | .
. | -1.5 | COc1ccccc1NC1=C(N2CCCCC2)C(=O)c2ccccc2C1=O | -1.4
-29 | . | Cc1nc2ccc(S(=O)(=O)NCC(=O)N(C)Cc3ccccc3)cc2s1 | .
42 | -1.2 | COc1ccc2nc3oc(C(=O)N4CCN(c5ccccc5F)CC4)cc3cc2c1 | 0.36
. | -0.88 | CCCCOc1ncnc2c1[nH]c1ccc(F)cc12 | -0.12
-23 | -0.95 | Cc1nnc(NC(=O)c2ccc3c(c2)C(=O)N(CCC(C)C)C3=O)s1 | -1.6
. | -0.47 | CCOC(=O)c1ccc(NC(=O)Cn2cccc2)cc1 | -0.97
0 | 1.1 | Cc1ccc(C(=O)NNC(=O)CSc2nnc(-c3ccncc3)n2-c2ccc(C)cc2)cc1 | 0.84
3 | -1.5 | Cc1cccc(NC(=O)C2C3CCC4C(CCC32)C4(Cl)Cl)c1 (configuration not stated) | -0.48
25 | 0.55 | Cc1c(C(=O)O)c(=S)sn1CCOc1ccccc1 | -0.56
50 | -0.51 | Cc1nc2ncc(Br)cc2[nH]1 | -1
-28 | -1.3 | Cc1ccc(C2CC(=O)Nc3cc4c(cc32)OCCO4)s1 (configuration not stated) | -1.6
. | 1.1 | O=C(NCc1ccco1)C(c1ccccc1F)N(Cc1cccnc1)C(=O)Cn1nnc2ccccc21 (configuration not stated) | 0.49
-45 | -1.8 | O=C(CSc1n[nH]c(-c2ccccc2O)n1)N1CCCc2ccccc21 | -1.5
. | 0.08 | CCOC(=O)C(NCc1ccccn1)(NC(=O)c1cccnc1)C(F)(F)F (configuration not stated) | -0.8
9 | 1 | N#CCCCN1C(=O)C(O)(CC(=O)c2ccc3c(c2)OCCO3)c2ccccc21 (configuration not stated) | 1.2
18 | -0.26 | N#Cc1cc([N+](=O)[O-])cnc1NCC(O)CO (configuration not stated) | -0.1
-16 | 2.7 | O=C(C1=NNCC1c1ccccc1)C1CO1 (configuration not stated) | 1.7
-85 | 0.53 | COC(=O)C1=CN(C(C)C)C=C(C(=O)OC)C1c1cccc(OC)c1 | 0.99
. | 1.2 | CCCS(=O)(=O)N1CCCC(C(=O)NCc2ccco2)C1 (configuration not stated) | 0.86
50 | -0.54 | COc1cc2c(cc1NCc1ccc3c(c1)OCO3)oc1ccccc12 | 0.23
-450 | -1.2 | Cc1nn2c(-c3ccccc3)nnc2c2ccccc12 | -0.4
19 | 1.5 | CCOC(=O)c1c(C)[nH]c(C)c1C(=O)COC(=O)c1ccc(Cl)c(S(N)(=O)=O)c1 | 0.8
-67 | 0.63 | Cc1nc(Cl)sc1C(=O)O | 0.01
. | -1.6 | CCC(C)NC(=O)c1cc(-c2ccccc2O)on1 (configuration not stated) | -1.5
11 | -0.3 | Cc1ccc(-n2nc(C)c(/C=N/NC(=O)c3cccnc3)c2Cl)cc1 | -0.16
9 | -0.34 | CCn1c(=S)[nH]c2nc3c(cc2c1=O)CCCC3 | -0.72

# Other results:
INS promoter inh | sdo1 growth | molecule | sdo1 growth Rescue 24 h
64 | 0.95 | CC(C)(C)N1NC(=O)Nc2ccccc2C1=O | 0.39
. | 0.81 | Cc1nc2cc(NC(=O)CCS(=O)(=O)c3ccccc3)ccc2s1 | 0.92
. | -0.02 | CCc1ccc(N2CC(C(=O)NC3=NCCS3)CC2=O)cc1 (configuration not stated) | -0.05
7 | 0.2 | O=C(NNc1ccc([N+](=O)[O-])cc1)C1CC1c1ccccc1 (configuration not stated) | -0.09
0 | 0.27 | O=C(O)c1cc(-c2cccnc2)nn1-c1ccccn1 | 0.21
. | -0.74 | COC(=O)c1ccc2c(c1)N(Cc1ccccc1F)C(=O)c1ccccc1S2=O (configuration not stated) | -1.1
. | -1.7 | Cc1cccc(OCc2nnc(SCC(=O)N(C(C)C)C(C)C)n2Cc2ccco2)c1C | -0.82
21 | . | CCc1nnc2n1N=C(c1ccc(-c3ccc(Cl)cc3Cl)o1)CS2 | .
5 | -0.39 | CC(=O)c1c(N)[nH]c(-c2ccccc2)nc1=S | -0.27
. | -1.5 | COc1ccc(C(=O)N/C(=C\c2cn(C)c3ccccc23)C(=O)OCC(C)C)cc1 | -1.3
. | 0.45 | O=C1CC(N2CCN(C3CC(=O)N(CCc4ccccc4)C3=O)CC2)C(=O)N1CCc1ccccc1 (configuration not stated) | 0.12
31 | 0.2 | Cn1cnnc1SCC(=O)NCCC(c1ccccc1)c1ccccc1 | 0.19
. | 1.6 | CCCNC(=O)CSc1nnc(-c2ccco2)n1C | -0.6
14 | -0.79 | CCOC(=O)Nc1ccc2c(CN3CCN(S(=O)(=O)c4ccccc4)CC3)cc(=O)oc2c1 | -1.3
-18 | 0.99 | Cc1cccc(NC(=S)NCCO)c1C | 0.27
-29 | -2 | Clc1ccc(OCCSCc2nc3ccccc3[nH]2)cc1 | -2.1
-31 | -0.74 | COC(=O)c1sc(NC(=O)CSc2nnnn2-c2cccc(OC)c2)nc1C | 0.67
-3 | -0.62 | O=C(OCC#CCSc1nnc(-c2ccccc2)o1)c1cccs1 | 0.21
3 | 0.07 | O=C(Cn1cc([N+](=O)[O-])cn1)NCC1CCCO1 (configuration not stated) | 0.2
18 | -1.8 | CC(C)(CNC(=O)c1ccc([N+](=O)[O-])c(Cl)c1)CNC(=O)c1ccc([N+](=O)[O-])c(Cl)c1 | -0.72
. | -0.59 | Cc1cc(C)n2nc(SCc3ncc(-c4ccccc4)o3)nc2n1 | -0.78
0 | -0.28 | CC(=O)c1ccc(NC(=O)CCCN2C(=O)/C(=C/C(C)=C/c3ccccc3)SC2=S)cc1 | 0.34
0 | 0.59 | CCN1CCc2nc(NC(=O)c3ccc4c(c3)OCCO4)sc2C1 | 0.28
. | -0.08 | Cn1cccc1Cc1nnc(SCC(=O)NC2CCCC2)n1-c1ccc(F)cc1 | -0.53
. | -1.3 | CC1(C)CC2CC(C)(CN2C(=S)NC(=O)c2ccccc2Cl)C1 (configuration not stated) | -1.3
. | -0.29 | COc1ccc(-c2cc(C(F)(F)F)nc(NCc3ccco3)n2)cc1OC | -0.14
-70 | -0.76 | S=c1nc(-c2ccccc2)oc2c1CCCC2 | -0.45
-49 | -1.9 | c1ccc(-c2nnc3n2NC(c2ccc4c(c2)OCO4)S3)cc1 (configuration not stated) | -1.5
. | -0.96 | CCC(C)(C)n1nnnc1CN(Cc1ccc(Cl)cc1)Cc1ccco1 | -0.21
27 | 1.5 | O=C(OC(C(=O)NC1CCCC1)c1ccccn1)c1cccs1 (configuration not stated) | 2.8

# The closing 2 records of the section before lead into the next.
INS promoter inh | sdo1 growth | molecule | sdo1 growth Rescue 24 h
. | -0.96 | CCC(C)(C)n1nnnc1CN(Cc1ccc(Cl)cc1)Cc1ccco1 | -0.21
27 | 1.5 | O=C(OC(C(=O)NC1CCCC1)c1ccccn1)c1cccs1 (configuration not stated) | 2.8
-108 | 0.73 | COc1ccc(N2C(N)=C(C#N)C(c3ccsc3)C3=C2CCCC3=O)c(OC)c1 (configuration not stated) | -0.18
13 | -0.61 | C=CCc1cccc2cc(C(=O)Nc3ccc(F)cc3)c(=O)oc12 | 0.16
3 | 0.25 | CC1(C)C2CCC1(C)C(OC(=O)CSc1nc(N)cc(=O)[nH]1)C2 (configuration not stated) | -0.46
35 | 1 | CCCCC(CC)C(=O)NCCCN1CCN(CCCNC(=O)C(CC)CCCC)CC1 (configuration not stated) | 1
. | -1 | CC(CSc1nc2ccccc2s1)Cn1c(N2CCCC2)nc2c1c(=O)[nH]c(=O)n2C (configuration not stated) | -0.35
-39 | -0.57 | O=C(Cn1cccc1C(=O)c1ccccc1)NCc1ccccn1 | -0.99
. | 0.72 | CC(=O)N1CCc2cc(S(=O)(=O)Nc3ccccc3N3CCN(C)CC3)ccc21 | 0.56
. | 0.26 | O=C(Nc1nc2ccccc2s1)c1ccc(Cl)s1 | -0.46
11 | 0.29 | CCOc1cc(S(=O)(=O)N2CCCCCC2)ccc1F | 0.46
-60 | . | CC(=O)N1CCN(C(=S)Nc2cc(S(=O)(=O)N3CCOCC3)ccc2Cl)CC1 | .
-23 | -0.73 | Cc1ccc(-c2csc(NC(=O)C3=NN(c4ccccc4)C(=O)CC3)n2)cc1 | -0.59
-25 | -1.9 | COc1cc2c(cc1OC)C(C)N(C(=O)c1cc3c(=O)oc4ccc(C)cc4c3s1)CC2 (configuration not stated) | -0.88
31 | -0.89 | Cc1ccccc1Cn1c(Cc2ccccc2)nc2ccccc21 | -0.88
-25 | -0.08 | Cc1nc2ccccc2cc1C(=O)N/N=C/c1ccccc1[N+](=O)[O-] | -0.56
-25 | 0.23 | CCOC(=O)c1c(NC(=O)c2c(Br)cnn2CC)sc(C)c1C | 2.3
-17 | . | COc1cc(/C=C/C(=O)NCC(=O)N2CCC(N(C)CCN3CCOCC3)CC2)ccc1OC(C)C | .
-19 | 1.9 | CCc1ccc(NC(=O)CSc2nnc(COc3ccc4c(c3)CCCC4)o2)cc1 | 2.8
-16 | 0.24 | Cc1ccc(NC(=S)N=Nc2c(O)n(C)c3ccc(S(=O)(=O)N4CCOCC4)cc23)cc1 | 0.33
-55 | -0.64 | CC(C)NC(=O)[C@@H]1C[C@@]1(C)[C@@H](NC(=O)OCc1ccccc1)c1ccccc1 | -0.44
-22 | 1.6 | O=C(O)CCCNS(=O)(=O)Cc1ccccc1 | 0.59
. | 0.08 | CC(CN1CCOCC1)OC(=O)COc1ccc(F)cc1 (configuration not stated) | -0.9
-95 | -2.1 | CCn1c(CSCc2ccc(F)cc2)nnc1SCC(=O)N1CCN(c2ccccc2)CC1 | -2.1
. | 0.57[7.6 µM] | N#C/C(C(=O)NCc1ccccc1)=C1\SC(CCO)C(=O)N1c1ccccc1 (configuration not stated) | -0.17
-133 | . | CC(C)CC(C(=O)NC(C)(C)C)N(CC1CCCO1)C(=O)c1snc(C(N)=O)c1N (configuration not stated) | .
-30 | 0.57 | O=C(CSc1c[nH]c2ccccc12)N1CCOCC1 | 0.03
7 | -0.55 | O=C(Oc1ccc2ccc(OC(=O)N3CCCCCC3)cc2c1)N1CCCCCC1 | -0.14
8 | -0.58 | FC(F)(F)c1cc(-c2ccco2)nc(NCCc2ccccc2)n1 | -0.23
-17 | -0.77 | COc1ccc(C(=O)Cc2ccc(F)cc2)c(OC)c1 | -1.2
-43 | . | CCCOc1ccc(N2C(=O)CC(NCc3cccnc3)C2=O)cc1 (configuration not stated) | .
27 | -0.88 | COc1ccc(-n2nnc3c(SCC(=O)Nc4ccc5c(c4)OCCO5)ncnc32)cc1 | 0.82

# Reformatted with two lines to a compound: entries from further up.
# Order of values: INS promoter inh, sdo1 growth, sdo1 growth Rescue 24 h
> O=C(Oc1ccc2ccc(OC(=O)N3CCCCCC3)cc2c1)N1CCCCCC1
    7, -0.55, -0.14
> CC(C)CC(C(=O)NC(C)(C)C)N(CC1CCCO1)C(=O)c1snc(C(N)=O)c1N (configuration not stated)
    -133, ., .
> CC(=O)N1CCN(C(=S)Nc2cc(S(=O)(=O)N3CCOCC3)ccc2Cl)CC1
    -60, ., .
> CC(CSc1nc2ccccc2s1)Cn1c(N2CCCC2)nc2c1c(=O)[nH]c(=O)n2C (configuration not stated)
    ., -1, -0.35
> C=CCc1cccc2cc(C(=O)Nc3ccc(F)cc3)c(=O)oc12
    13, -0.61, 0.16
> O=C(Nc1nc2ccccc2s1)c1ccc(Cl)s1
    ., 0.26, -0.46
> CCOc1cc(S(=O)(=O)N2CCCCCC2)ccc1F
    11, 0.29, 0.46

# Further entries.
INS promoter inh | sdo1 growth | molecule | sdo1 growth Rescue 24 h
. | -0.18 | CC1(C)CC(NC(=O)c2ccccc2Cl)CC(C)(C)N1 | -0.73
38 | 0.46 | CCCC(=O)Nc1ccccc1NC(=O)c1cc(OC)c(OC)c(OC)c1 | 0.4
-18 | 0.96 | COc1ccc(/C=N\NC(=O)CCc2c(C)n[nH]c2C)c(OC)c1OC | 0.99
. | 0.53 | O=C(c1ccco1)N1CCN(C(=O)C(Cc2ccccc2)NS(=O)(=O)c2cccs2)CC1 (configuration not stated) | 0.13
9 | -0.19 | Cc1ccc(CNC(=O)Cn2c(=O)oc3ccccc32)o1 | -1.2
71* | . | CCCCCn1nc(C(=O)OCC(=O)c2c(N)n(C)c(=O)n(C)c2=O)c2ccccc2c1=O | .
-31 | 0.12 | Cc1ccc(N2CCN(S(=O)(=O)N3CCCCCC3)CC2)cc1Cl | 0.38
-43 | -1.4 | CCOC(=O)c1c(NC(=O)CSc2nc3ccccc3c(=O)n2-c2ccc(F)cc2)sc(C(C)=O)c1C | 0.06
7 | . | CC(=O)Nc1ccc(NC(=O)CSc2nc(C)nc3sc(C)c(C)c23)cc1 | .
53 | -0.82 | Cc1occc1C(=O)Nc1sc2c(c1C(N)=O)CCCCC2 | -0.81
-5 | -0.82 | Cc1cccc(C(=O)/C=C2/c3ccccc3CC(C)(C)N2C)c1 | -0.2

# Already shown: an excerpt of the list.
INS promoter inh | sdo1 growth | molecule | sdo1 growth Rescue 24 h
. | -0.18 | CC1(C)CC(NC(=O)c2ccccc2Cl)CC(C)(C)N1 | -0.73
38 | 0.46 | CCCC(=O)Nc1ccccc1NC(=O)c1cc(OC)c(OC)c(OC)c1 | 0.4
-18 | 0.96 | COc1ccc(/C=N\NC(=O)CCc2c(C)n[nH]c2C)c(OC)c1OC | 0.99

# Some of the compounds tested (hit frequency here may not be typical).
